Assay outcomes from PubChem BioAssay.
STAT3 blocker – IL-6 driven STAT3 reporter inhibitors, primary screen, U3A cells, luciferase, luminescence, MLSCN library; AID 862, 2007; IL-6 STAT3-luciferase reporter; host cell line lacks STAT1; 0.89% of 190,000 active; inhibition, % at 5.5 µM;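 active = inhibition above the mean inhibition across all screened compounds plus 3 SD, cut at about 44% in these data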;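 also: 0% = DMSO only wells and 100% = 100 µM nifuroxazide control wells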
APP 5UTR inh – inhibitors of APP translation via 5'UTR reporter, primary screen, APP 5'UTR luciferase, SH-SY5Y cells. SH-SY5Y APP 5'UTR-luciferase reporter, luminescence. inhibition, % at 2 µM. 0.82% of 190,000 active;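 active = inhibition above a set limit, derived from the sample mean plus 3 SD, cut at about 45% in these data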; also: values of inactives mirror those of a sister screen read the other way
NF-kB neuron act – activators of NF-kB expression in neurons, primary screen, cell-based, HTS | fold change at 12.5 µM | human neuronal cells, NF-kB reporter expression; stronger effect = higher value | 1.6% of 190,000 active; in the data active = fold change above about 3.3
STAT1 activator – STAT1 signaling activators, primary screen, cell-based, HTS, luciferase reporter; activation (% of control), % at 5.5 µM; 2.6% of 200,000 active; NIH 3T3 STAT1-luciferase reporter, IFN-gamma, luminescence; 100% = IFN-gamma alone, no compound; AID 932, 2007;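 active = activation above the screen-wide mean activation plus 3 SD, cut at about 130% in these data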;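 also: raw ratio to IFN-gamma control signal so 100% means no change and 0% no light; values of inactives mirror those of a sister screen read the other way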
FLuc inhib CS – firefly luciferase enzyme inhibitors, primary screen, artefact control for luciferase-based inhibitor screens, biochemical, luminescence, ATPLite; Luciferin 4-monooxygenase (Photinus pyralis), P08659; 10 min; inhibition, % at 10 µM; 1.5% of 200,000 active;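 active = inhibition above about 50% when tested at 10 µM, limit read from the data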
Target sequence (P08659 whole entry, looked up): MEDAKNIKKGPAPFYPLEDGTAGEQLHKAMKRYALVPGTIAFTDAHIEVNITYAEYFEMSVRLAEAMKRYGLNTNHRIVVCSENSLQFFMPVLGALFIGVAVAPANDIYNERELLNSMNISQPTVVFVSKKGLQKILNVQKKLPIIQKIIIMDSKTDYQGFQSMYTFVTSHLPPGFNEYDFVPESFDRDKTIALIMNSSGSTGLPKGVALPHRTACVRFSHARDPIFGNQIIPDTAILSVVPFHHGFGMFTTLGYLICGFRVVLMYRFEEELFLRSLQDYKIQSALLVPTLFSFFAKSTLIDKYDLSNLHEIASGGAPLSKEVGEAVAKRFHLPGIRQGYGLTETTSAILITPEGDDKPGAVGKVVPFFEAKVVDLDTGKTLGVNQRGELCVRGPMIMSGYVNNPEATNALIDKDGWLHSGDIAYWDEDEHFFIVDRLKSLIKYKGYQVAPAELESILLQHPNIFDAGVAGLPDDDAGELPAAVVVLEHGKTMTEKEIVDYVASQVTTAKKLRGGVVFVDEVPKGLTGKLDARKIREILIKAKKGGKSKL
FLuc act counter – FLuc activators, initial screening, artefact control for FLuc-dependent activation tests, biochemical, ATPlite luminescence | activation factor at 10 µM | ATPlite luciferase biochemical, 10 min; 0 = ATP-free wells, 1 = DMSO control | Luciferin 4-monooxygenase (Photinus pyralis), P08659 | 200,000 tested, under 10 active;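 active = luciferase activation factor, scaled between plate controls, of at least 2 with compound at 10 µM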
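System: Luciferase/luciferin detection reagent, cell-free biochemical luciferase assay | Medium: PBS buffer for ATP | Dosing: Test compounds dosed from 2 mM stocks in 100% DMSO | Timing: 10 min at ambient temperature | Signal: Luminescence measurement of luciferase light output | Evaluation: Luciferase activation, seen as luminescence increase over controls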
ROMK mod – ROMK potassium channel modulators, primary screen, cell-based, thallium flux, MLSMR library; ATP-sensitive inward rectifier potassium channel 1 (Homo sapiens), P48048; Tet-inducible ROMK, thallium flux fluorescence; actives lie on both sides; B-score at 10 µM; 2% of 130,000 active; AID 1918, 2009;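 active = signal ratio slope over the read window, or its plate-corrected B-score, at least 3 SD from the plate mean, either direction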;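 also: B-score of the F/F0 ratio slope over 7 to 12 s after thallium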
Target sequence (P48048 whole entry, looked up): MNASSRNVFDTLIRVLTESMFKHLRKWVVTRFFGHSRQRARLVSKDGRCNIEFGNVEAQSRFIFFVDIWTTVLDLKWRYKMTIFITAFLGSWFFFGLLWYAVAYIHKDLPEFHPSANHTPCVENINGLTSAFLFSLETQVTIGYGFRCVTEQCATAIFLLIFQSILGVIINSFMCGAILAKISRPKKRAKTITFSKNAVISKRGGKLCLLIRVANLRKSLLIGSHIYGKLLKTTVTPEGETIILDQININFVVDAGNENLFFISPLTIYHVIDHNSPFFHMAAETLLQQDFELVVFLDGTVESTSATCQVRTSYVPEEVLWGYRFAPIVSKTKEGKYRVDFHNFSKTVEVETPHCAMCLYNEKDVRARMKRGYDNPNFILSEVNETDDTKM
STAT1 inh – STAT1 signaling inhibitors, primary screen, cell-based, HTS, luciferase reporter. NIH 3T3 STAT1-luciferase reporter, IFN-gamma, luminescence. inhibition, % at 5.5 µM. 0.35% of 200,000 active;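 active = inhibition above a set limit, the mean inhibition across all tested compounds plus 3 SD, cut at about 34% in these data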;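 also: 0% = IFN-gamma with DMSO and 100% = IFN-gamma with 300 µM nifuroxazide; values of inactives mirror those of a sister screen read the other way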
APP 5'UTR act – activators of APP 5'UTR luciferase reporter, primary screen, SH-SY5Y cells. AID 1276, 2008. SH-SY5Y APP 5'UTR luciferase reporter, luminescence; zero percent = DMSO vehicle wells. activation, % at 2 µM. 1% of 190,000 active;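 active = activation above a set limit, based on mean plus 3 SD of controls, cut at about 140% in these data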; also: values of inactives mirror those of a sister screen read the other way
STAT3 act – IL-6 driven STAT3 reporter potentiators, primary screen, U3A cells, luciferase, luminescence, MLSCN library. 0.91% of 190,000 active. activation (% of control), % at 5.6 µM. IL-6 STAT3-luciferase reporter; 100% = signal with IL-6 EC80 alone;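 active = activation above the screen-wide mean of compound activation plus 3 SD, cut at about 130% in these data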;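 also: 0% = background luminescence of wells with medium and substrate only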
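Detection: reporter luminescence signal / Assay system: STAT1-lacking human U3A cells, STAT3 luciferase reporter / Incubation: compound pre-incubation 1 h before IL-6, then 6 h stimulation at 37 °C / Control set: IL-6-only high control / Read-out: % activation relative to IL-6 control / Probe or stimulus: Interleukin-6, 33 ng/mL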
An asterisk follows results filed as active.

Screening C=CCn1cc(-c2ccc(Cl)cc2)cc(C#N)c1=O returned STAT3 blocker 15, APP 5UTR inh 9, NF-kB neuron act 1.1, STAT1 activator 100, FLuc inhib CS -2, FLuc act counter 1, ROMK mod 1.5, STAT1 inh -1, APP 5'UTR act -9 and STAT3 act 92.
Screening Oc1c(C(c2ccccn2)N2CCCCC2)cc(Cl)c2cccnc12 (stereo unspecified) returned STAT3 blocker -32, APP 5UTR inh -14, NF-kB neuron act 4.9*, STAT1 activator 107, FLuc inhib CS -14, FLuc act counter 1.1, ROMK mod -1.7, STAT1 inh -9, APP 5'UTR act 14 and STAT3 act 127.
Screening C=CCn1c(=O)n2ncnc2c2c3c(sc21)CCCC3 returned STAT3 blocker 15, APP 5UTR inh 12, NF-kB neuron act 0.88, STAT1 activator 82, FLuc inhib CS -3, FLuc act counter 1, ROMK mod -0.41, STAT1 inh 19, APP 5'UTR act -12 and STAT3 act 93.
Screening Nc1cc(=O)[nH]c(SCCNS(=O)(=O)c2ccccc2)n1 returned STAT3 blocker 6, APP 5UTR inh 6, NF-kB neuron act 0.98, STAT1 activator 100, FLuc inhib CS -4, FLuc act counter 1, STAT1 inh 0, APP 5'UTR act -6 and STAT3 act 100.
Screening COc1ccc(-n2nc(C(=O)NCC(=O)NCCCN3CCCCCC3)c3ccccc3c2=O)cc1Cl returned STAT3 blocker 12, APP 5UTR inh 7, NF-kB neuron act 1.1, STAT1 activator 91, FLuc inhib CS -5, FLuc act counter 1.1, ROMK mod -0.011, STAT1 inh 8, APP 5'UTR act -7 and STAT3 act 96.
O=C(COC(=O)c1ccc2c(c1)S(=O)(=O)c1ccccc1C2=O)NC1CC1 was read as STAT3 blocker 8, APP 5UTR inh -6, NF-kB neuron act 1, STAT1 activator 97, FLuc inhib CS -3, FLuc act counter 1, ROMK mod 0.47, STAT1 inh 3, APP 5'UTR act 6 and STAT3 act 95.
`CNc1ccc(C(O)(C(F)(F)F)C(F)(F)F)cc1C(O)(C(F)(F)F)C(F)(F)F` gave STAT3 blocker 3, APP 5UTR inh 4, NF-kB neuron act 1.1, STAT1 activator 94, FLuc inhib CS -9, FLuc act counter 1.1, STAT1 inh 1, APP 5'UTR act -4 and STAT3 act 100.
For CCOC(=O)c1[nH]c(=O)[nH]c1CSCCO the results were STAT3 blocker -1, APP 5UTR inh 12, NF-kB neuron act 1.1, STAT1 activator 100, FLuc inhib CS -10, FLuc act counter 1.1, ROMK mod -0.73, STAT1 inh 1, APP 5'UTR act -12 and STAT3 act 102.
Screening O=C(CSc1ccc(F)cc1)Nc1ccc(Br)cc1 returned STAT3 blocker -3, APP 5UTR inh -44, NF-kB neuron act 1.9, STAT1 activator 116, FLuc inhib CS -1, FLuc act counter 1, ROMK mod 0.0031, STAT1 inh -20, APP 5'UTR act 44 and STAT3 act 108.
Screening Cc1nc(-c2ccccc2)sc1C(=O)CSc1ccccc1 returned STAT3 blocker -2, APP 5UTR inh 2, NF-kB neuron act 1.1, STAT1 activator 102, FLuc inhib CS -1, FLuc act counter 1, STAT1 inh -2, APP 5'UTR act -2 and STAT3 act 106.
`CC(/C=N/N1CCN(c2ccc(C)cc2)CC1)=C\c1ccccc1` gave STAT3 blocker -15, APP 5UTR inh 16, NF-kB neuron act 1.2, STAT1 activator 104, FLuc inhib CS -3, FLuc act counter 1, ROMK mod -0.17, STAT1 inh -4, APP 5'UTR act -16 and STAT3 act 111.
`CC1CCN(C(=O)C2CCN(S(=O)(=O)c3cccnc3)CC2)CC1` gave STAT3 blocker -8, APP 5UTR inh 6, NF-kB neuron act 1.2, STAT1 activator 88, FLuc inhib CS -4, FLuc act counter 1, ROMK mod -0.48, STAT1 inh 13, APP 5'UTR act -6 and STAT3 act 104.
`NCCc1nnc(SCc2ccc(F)cc2)o1` gave STAT3 blocker -2, APP 5UTR inh 7, NF-kB neuron act 1.1, STAT1 activator 103, FLuc inhib CS -1, FLuc act counter 1, STAT1 inh -3, APP 5'UTR act -7 and STAT3 act 102.
Screening C/C(=N\NS(C)(=O)=O)c1ccc(C)cc1 returned STAT3 blocker -3, APP 5UTR inh 0, NF-kB neuron act 1.2, STAT1 activator 89, FLuc inhib CS -5, FLuc act counter 1, ROMK mod -0.19, STAT1 inh 12, APP 5'UTR act 1 and STAT3 act 106.
Screening O=C(CN1CCCCC1)N1CCN(S(=O)(=O)c2ccccc2)C1 returned STAT3 blocker 8, APP 5UTR inh -8, STAT1 activator 96, FLuc inhib CS -4, FLuc act counter 1, ROMK mod 0.067, STAT1 inh 4, APP 5'UTR act 8 and STAT3 act 98.
For CCC(O)C1CCN(Cc2cn(-c3ccc(OC)cc3)nc2-c2cccc(F)c2)CC1 (stereo unspecified) the results were STAT3 blocker 0, APP 5UTR inh -27, NF-kB neuron act 1.5, STAT1 activator 107, FLuc inhib CS -4, FLuc act counter 1, ROMK mod -0.46, STAT1 inh -9, APP 5'UTR act 27 and STAT3 act 104.
Screening O=C1c2ccccc2C(=O)N1CCCc1c[nH]c2ccc(Cl)cc12 returned STAT3 blocker 20, APP 5UTR inh 2, NF-kB neuron act 0.84, STAT1 activator 108, FLuc inhib CS -2, FLuc act counter 1, ROMK mod 0.81, STAT1 inh -9, APP 5'UTR act -2 and STAT3 act 86.
Screening CC(=O)NC1C(Oc2ccc3c(C)cc(=O)oc3c2)OC(COC(C)=O)C(OC(C)=O)C1OC(C)=O (stereo unspecified) returned STAT3 blocker 4, APP 5UTR inh -11, NF-kB neuron act 0.97, STAT1 activator 101, FLuc inhib CS -9, FLuc act counter 1.1, ROMK mod 0.044, STAT1 inh -2, APP 5'UTR act 11 and STAT3 act 101.
Cn1cnnc1SCC(=O)Nc1cccc(S(=O)(=O)N2CCOCC2)c1 was read as STAT3 blocker 0, APP 5UTR inh -2, NF-kB neuron act 0.93, STAT1 activator 106, FLuc inhib CS 2, FLuc act counter 1, ROMK mod 0.92, STAT1 inh -9, APP 5'UTR act 2 and STAT3 act 104.
`CCCCNC(=O)Oc1cc(CCl)on1` gave STAT3 blocker -2, APP 5UTR inh -4, NF-kB neuron act 1.4, STAT1 activator 97, FLuc inhib CS -6, FLuc act counter 1.1, ROMK mod 0.2, STAT1 inh 3, APP 5'UTR act 4 and STAT3 act 101.
For COCC(=O)NC1CCN(C(=O)Nc2ccc(Br)cc2)CC1 the results were STAT3 blocker 5, APP 5UTR inh -1, NF-kB neuron act 1.2, STAT1 activator 96, FLuc inhib CS -2, FLuc act counter 1, STAT1 inh 4, APP 5'UTR act 1 and STAT3 act 96.
CCn1c(SCC(=O)N/N=C/c2cc(OC)c(O)c(OC)c2)nc2ccccc21 was read as STAT3 blocker -6, APP 5UTR inh 11, NF-kB neuron act 0.63, STAT1 activator 104, FLuc inhib CS -7, FLuc act counter 1.1, ROMK mod 0.096, STAT1 inh -4, APP 5'UTR act -11 and STAT3 act 102.
`CCCNC(=O)COC(=O)c1cccnc1Nc1ccccc1F` gave STAT3 blocker 1, APP 5UTR inh 10, NF-kB neuron act 0.38, STAT1 activator 106, FLuc inhib CS -5, FLuc act counter 1, ROMK mod 0.097, STAT1 inh -4, APP 5'UTR act -10 and STAT3 act 98.
For CCCC(c1nnnn1Cc1ccco1)N1CCN(c2ccccc2)CC1 (stereo unspecified) the results were STAT3 blocker 6, APP 5UTR inh -4, NF-kB neuron act 0.96, STAT1 activator 93, FLuc inhib CS -4, FLuc act counter 1, ROMK mod -0.025, STAT1 inh 6, APP 5'UTR act 4 and STAT3 act 97.

3 compounds picked at random from those above, as already listed:
For CCCC(c1nnnn1Cc1ccco1)N1CCN(c2ccccc2)CC1 (stereo unspecified) the results were STAT3 blocker 6, APP 5UTR inh -4, NF-kB neuron act 0.96, STAT1 activator 93, FLuc inhib CS -4, FLuc act counter 1, ROMK mod -0.025, STAT1 inh 6, APP 5'UTR act 4 and STAT3 act 97.
Screening O=C(CN1CCCCC1)N1CCN(S(=O)(=O)c2ccccc2)C1 returned STAT3 blocker 8, APP 5UTR inh -8, STAT1 activator 96, FLuc inhib CS -4, FLuc act counter 1, ROMK mod 0.067, STAT1 inh 4, APP 5'UTR act 8 and STAT3 act 98.
`NCCc1nnc(SCc2ccc(F)cc2)o1` gave STAT3 blocker -2, APP 5UTR inh 7, NF-kB neuron act 1.1, STAT1 activator 103, FLuc inhib CS -1, FLuc act counter 1, STAT1 inh -3, APP 5'UTR act -7 and STAT3 act 102.

(cont.)
`COCC(=O)Nc1ccc(Nc2ccccc2)cc1` gave STAT3 blocker 2, APP 5UTR inh -1, NF-kB neuron act 2.7, STAT1 activator 96, FLuc inhib CS 7, FLuc act counter 0.9, STAT1 inh 4, APP 5'UTR act 1 and STAT3 act 98.
Screening Cc1cccc(NC(=O)C2C3C=CC(C4CC34)C2C(=O)O)c1 (stereo unspecified) returned STAT3 blocker 0, APP 5UTR inh 5, NF-kB neuron act 0.94, STAT1 activator 99, FLuc inhib CS 10, FLuc act counter 0.9, STAT1 inh 1, APP 5'UTR act -5 and STAT3 act 100.
For Cc1ccc(C2C(C#N)=C(N)N(c3cccnc3)C3=C2C(=O)CCC3)c(C)c1 (stereo unspecified) the results were STAT3 blocker 2, APP 5UTR inh 19, NF-kB neuron act 0.71, STAT1 activator 102, FLuc inhib CS -9, FLuc act counter 1.1, ROMK mod 0.82, STAT1 inh -1, APP 5'UTR act -19 and STAT3 act 100.
Cc1nc(-c2cccnc2)sc1C(=O)Nc1cccc(C(F)(F)F)c1 was read as STAT3 blocker 17, APP 5UTR inh -5, NF-kB neuron act 0.6, STAT1 activator 95, FLuc inhib CS -5, FLuc act counter 1, STAT1 inh 6, APP 5'UTR act 5 and STAT3 act 91.
For O=C(NCc1ccco1)c1nn2c(C(F)(F)F)cc(-c3cccs3)nc2c1Br the results were STAT3 blocker 1, APP 5UTR inh -21, NF-kB neuron act 0.67, STAT1 activator 98, FLuc inhib CS -7, FLuc act counter 1.1, STAT1 inh 2, APP 5'UTR act 21 and STAT3 act 100.
Screening CCN(Cc1ccccc1)C(=O)c1ccc(Cl)cc1[N+](=O)[O-] returned STAT3 blocker 10, APP 5UTR inh 10, NF-kB neuron act 1.5, STAT1 activator 95, FLuc inhib CS -8, FLuc act counter 1.1, ROMK mod -0.72, STAT1 inh 5, APP 5'UTR act -9 and STAT3 act 96.
